Compound activity as filed in PubChem.
Pf Dd2 inh: blocks in vitro growth of P. falciparum Dd2 | P. falciparum Dd2 growth, SYBR Green, 72 h | Potency, µM (doses to about 28.9 µM), without a hit: top-dose activity, negative = inhibition, most hits filed as inhibitors | actives 4.3% (n = 120,000); active = well fitted inhibition curve with a large enough effect; inconclusive = small, poorly fitted or top-dose-only effect; inactive = no such curve, though single readings can be large or run the other way;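 also: plate controls were DMSO vehicle for no effect and reference drug for full effect; nearly all actives have a fitted effect of over 65% in size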
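Readout: SYBR Green fluorescence, 485 nm excitation, 535 nm emission, after ~16 h lysis at 37C. Before that, Dd2-infected red cells (2.5% hematocrit) grew 72 h with compound, 29 uM top final concentration.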
The depositor's hits bear a star; i = inactive; ? = inconclusive; [ ] = dose if it differs, or a comment. Potency is read from the fitted curve at half-maximal effect.

SMILES | Pf Dd2 inh
Cc1onc(-c2cnn(C)c2NCc2ccc(C#N)cc2)c1C(=O)N(C)c1cccnc1 | -7%[44.1 µM]
CCCCOc1c(CNC2(CO)CCCC2)cccc1OC | ?
Cc1ccc(NC(=O)CSc2nnc3scc(-c4ccccc4)n23)cc1 | 21%
COc1ccc(OC)c(CNC(=O)c2ccc(NC(=O)c3nsc4ccccc34)cc2)c1 | -19%
Cc1cc(C)cc(NC(=O)Cn2cc(S(=O)(=O)NC(C)(C)C)c(S(=O)(=O)NC(C)(C)C)c2)c1 | ?
NC(=O)CNC(=O)c1cc2n(n1)CC(c1ccc(Br)cc1)OC2 (stereo unspecified) | -14%
CC(C)CC(=O)N(Cc1ccccc1)S(=O)(=O)c1ccc2c(c1)oc(=O)n2C | -18%
Cc1cc(C)c(Cn2c3ccccc3c3cnn(CC(=O)NCc4ccc(Cl)cc4)c(=O)c32)c(C)c1 | 7.9µM*
Cc1cc(=O)[nH]c2nnc(SCC(N)=O)n12 | 90%[activator]
O=C(NC1CC1)c1ccccc1OCC1CCCN(Cc2cccc3[nH]ccc23)C1 (stereo unspecified) | ?
Cc1nc(C)c(C(=O)N2C[C@@H](Oc3cccnc3)C[C@H]2C(=O)NC2CC2)s1 | 12%
O=C1CC(c2noc(-c3cc(F)cc(F)c3)n2)CN1c1ccc(F)cc1 (stereo unspecified) | ?
CCOc1ccc(-c2nc(CNC(=O)Nc3ccccc3)c(C)o2)cc1 | 19%
Cc1ccc(Cn2cc(CCC(=O)NCC(C)c3ccccc3)c3ccccc32)cc1 (stereo unspecified) | i
O=C(NCc1cccc(C(F)(F)F)c1)[C@H]1CN(Cc2ccccc2)C[C@H]1C(=O)O | ?
COCCOC1CCN(C(C(=O)O)c2ccc(OC)c(F)c2)CC1 (stereo unspecified) | 5%
CCN(C(=O)Cn1cnc2sc(C)c(S(=O)(=O)N3CCN(c4ncccn4)CC3)c2c1=O)c1ccccc1F | 3%
N#Cc1cccc(C(=O)N2CCNc3cnc(Nc4cccc(F)c4)nc3C2)c1 | i
CCOc1ccccc1NC(=O)CN(CCc1ccccc1)S(=O)(=O)c1ccc(C)cc1 | 11µM*
O=C(c1csc(N2CCN(c3ccccc3)CC2)n1)N1CCCCCC1 | -24%
COc1cccc(-c2nc(N3CCOCC3)cc3c2CN(CC(F)(F)F)C3=O)c1OC | -1%[44.1 µM]
NC(=O)[C@H](Cc1cccs1)NC(=O)[C@@H]1C[C@@H](NS(=O)(=O)c2cccs2)CCN1C(=O)COCC(=O)O | 6%
CNC(=O)[C@@H]1CN(Cc2ccc(Cl)cc2F)C[C@H]1CO | ?
CCCN(CCC)CCCNC(=O)Cn1cnc2sc(C)c(S(=O)(=O)N3CCC(C)CC3)c2c1=O | ?
CCOC(=O)c1sc2ncn(CC(=O)Nc3cc(C)cc(C)c3)c(=O)c2c1C | 35%[activator]
CC(C)N1CC[C@@H]2[C@H]1C(=O)NC[C@H](CCC(=O)NCc1ccc(F)cc1)N2C | 12%[44.1 µM]
CCCC1c2nccn2CCCN1C(=O)c1cn2ccccc2n1 (stereo unspecified) | i
CCN(CCNC(=O)CC1CCN(c2ccnc(OC)n2)CC1)Cc1ccccc1 | ?
CCC(CC)NC(=O)c1c(OCC2CC2)cc(=O)n2c1CCCCC2 | 73%[activator]
Cc1ccc(CNC(=O)c2ccc(NC(=O)c3nsc4ccccc34)cc2)cc1 | -12%
O=C(NCc1cccs1)c1ccc2c(c1)OCCN(CCC(F)(F)F)C2 | i
C[C@@H]1C(=O)O[C@H]2[C@H]1CC[C@@]1(C)Cc3sc(NS(=O)(=O)c4ccc(F)cc4)nc3[C@@H](C)[C@H]21 | i
COCc1nc(CCNC(=O)C(C)Oc2ccccc2)no1 (stereo unspecified) | 54%[activator]
COCCN1CCC(N2CCN(S(=O)(=O)Cc3ccccc3)CC2)C1=O (stereo unspecified) | -2%
Cc1cccc(S(=O)(=O)N2CCc3c(C(=O)NCCCN4CCCCC4)cccc32)c1 | ?
CCC(=O)C1=C(c2ccc(F)cc2)N(C(=O)CC)n2c(nnc2C2CCCCC2)S1 | 3.2µM*
Cc1ccc2c(c1)C(Cc1nc3ccccc3c(=O)n1-c1ccc(Br)cc1)C(=O)N2 (stereo unspecified) | -16%
CCCN1C(=O)Cc2cc(C(=O)NC(C)c3ccc(OCC)cc3)ccc21 (stereo unspecified) | ?
Cn1cnc(C(=O)N2CC(F)(F)C[C@H]2c2nc(C3CC3)no2)c1 | 3%
Cc1nn(C)c2nc(N3C[C@@H]4CCN(C)[C@@H]4C3)sc12 | -2%
CC(C)(C)c1nc(C(=O)N2CCOCC2)n2ccccc12 | -16%[44.1 µM]
CC(=O)Nc1ccc(C(=O)NC[C@@H]2C=C(C)[C@H](CC(=O)NCCN3CCOCC3)C[C@H]2C(C)C)cc1 | -18%
COc1cccc([C@H]2CN(c3cc(C)nc(N)n3)[C@@H]3C4CCN(CC4)[C@H]23)c1 | 11µM*
CN1CCN(C[C@@H]2CN(C(=O)CCc3cn[nH]c3)C[C@@H]2CO)CC1 | -3%
COc1ccc(C2C=C(c3ccccc3)Nc3nc(NC(=O)/C=C/c4ccc(Cl)cc4)nn32)cc1 (stereo unspecified) | 10µM*
Oc1cccc(-c2cc(C[C@@H]3CC[C@H](O)[C@@H](CNC4CCC4)O3)no2)c1 | 4%[44.1 µM]
COc1ccc(S(=O)(=O)N2CCC(c3noc(-c4cccnc4)n3)C2)cc1 (stereo unspecified) | i[5.79 µM]
CC1CCCN(C(=O)c2cc3c(=O)n(C)c4ccccc4c3s2)C1 (stereo unspecified) | 0%
O=C1CC2(CCN(C(=O)c3ccccc3F)CC2)Oc2cc(Cl)ccc21 | i
Cc1ccc(C)c(CN2C(=O)NC3(CCN(C(=O)Cc4cccc(F)c4)CC3)C2=O)c1 | -19%
Cc1ccccc1Cn1nc2n(c1=O)CCCCC2 | 5%
CN(Cc1ccccc1)C(=O)CSc1c2c(nc3ccc(Cl)cc13)CCCC2 | -19%
COc1ccc(OCC2(C)COc3ccc(C(=O)N(C)CCN(C)C)cc3N2)cc1 (stereo unspecified) | i
CN1CCC(N[C@H]2C[C@@H](Cc3cc(-c4ccccc4)on3)C2(C)C)CC1 | 4µM*
CN(C)Cc1cc(C[C@@H]2C[C@H](N(Cc3ccco3)Cc3ccco3)C2(C)C)no1 | ?
Cc1ccc(CN2C(=O)C(=O)c3cc(Br)cc(C)c32)cc1 | ?
O=C(NCc1ccc(F)cc1)c1nc(-c2ccc(Cl)nc2)c2ccccn12 | ?
CCOC(=O)c1c(C)[nH]c(C)c1S(=O)(=O)N1CCC(C(=O)NCc2ccc(OC)cc2)CC1 | i
CCOC(=O)c1ccccc1NC(=O)N(Cc1ccco1)C1CCN(C(C)=O)CC1 | -20%
Cc1ccccc1N(C)C1CN(C(=O)OC(C)(C)C)C1 | ?

Remaining list, next part.
| Compound | Pf Dd2 inh |
| --- | --- |
| CCn1cc2nc(SCC(=O)Nc3ccc(C)cc3C)n(Cc3ccc(C)cc3)c(=O)c2n1 | ? |
| COc1cc(Cl)ccc1OCc1nc2c(n1Cc1ccccc1)C(=O)N(Cc1ccccc1C#N)CCN2 | -9% |
| CCCc1cnc2c(c1SCC(=O)Nc1c(C)cc(C)cc1C)c(=O)n(C)c(=O)n2C | -2% |
| CCOc1ccc(NC(=O)Cn2ccn3nc(-c4ccccc4)c(CO)c3c2=O)cc1 | 2% |
| CN1C[C@H](NC(=O)NC2CCCC2)CCC[C@@H](C(=O)NCc2cc(F)cc(F)c2)CC1=O | -21% |
| Cc1ccc(NC(=O)N2CCCC(Cn3cnc4cccnc43)C2)cc1 (stereo unspecified) | ? |
| CO[C@H]1[C@H](NC(=O)c2cc(C)nn2C)c2ccccc2C12CCNCC2 | -3% |
| Cc1c(-c2ccc(F)cc2)[nH]c2ccc(CNC(=O)CN3CCOC3=O)cc12 | -14% |
| O=C(COc1ccccc1)c1ccc2c(c1)N(CCCC(=O)N1CCCC1)C(=O)CO2 | ? |
| Cc1cccc(NC(=O)CCNS(=O)(=O)c2ccc3c(c2)CCCC(=O)N3)c1C | 32% |
| COc1ccc(C(=O)NCc2ccc3c(c2)CCN3C(C)=O)c(OC)c1 | -2% |
| CNS(=O)(=O)c1ccc(CN2CCC3(CCNCC3)C2)cc1 | -3% |
| O=C(NCc1ccc(Cl)cc1)c1ccn2nccc2c1 | -8%[44.1 µM] |
| COC(=O)c1ccccc1NC(=O)c1cccn(Cc2cccc(Cl)c2)c1=O | -11% |
| C[C@@H](c1ccccc1)N1C(=O)[C@@H]2CN(C(=O)c3ccco3)CCN2C1=O | -22%[44.1 µM] |
| COc1ccc(NC(=O)CSc2cn(CCNC(=O)c3ccc(OC)cc3)c3ccccc23)cc1 | -12% |
| O=C1c2cnc(-c3cc4ccccc4o3)nc2OCCN1Cc1ccccc1 | ? |
| O=C(Nc1cccc(Cl)c1)C1=NO[C@@H]2CN(CCc3ccccc3)C[C@H]12 | 19%[44.1 µM] |
| CC(=O)c1c(C)oc2ccc(N(C(=O)Oc3ccccc3)S(=O)(=O)c3ccc(Cl)cc3)cc12 | 80%[activator] |
| COC(C(=O)Nc1ccnn1C1CCN(C(=O)C2CCC2)CC1)c1ccccc1 (stereo unspecified) | -2% |
| COc1ccc(-c2cc3c(=O)n(CC(=O)Nc4cc(C)ccc4C)ccn3n2)cc1 | i |
| CC(C)(CC(=O)O)CC(=O)N1Cc2[nH]cnc2C[C@H]1c1nc(-c2ccc3c(c2)OCO3)no1 | ? |
| CC(C)CNc1ccc2nnc(-c3ccc(F)cn3)n2n1 | i |
| CC(C)c1ccc(Nc2c(-c3ccc(N(C)C)cc3)nc3cnccn23)cc1 | ? |

Retrieved one by one from above, 6 records:
| Compound | Pf Dd2 inh |
| --- | --- |
| O=C(c1csc(N2CCN(c3ccccc3)CC2)n1)N1CCCCCC1 | -24% |
| CNC(=O)[C@@H]1CN(Cc2ccc(Cl)cc2F)C[C@H]1CO | ? |
| CC(C)c1ccc(Nc2c(-c3ccc(N(C)C)cc3)nc3cnccn23)cc1 | ? |
| O=C(NCc1ccc(Cl)cc1)c1ccn2nccc2c1 | -8%[44.1 µM] |
| CCOc1ccc(NC(=O)Cn2ccn3nc(-c4ccccc4)c(CO)c3c2=O)cc1 | 2% |
| Oc1cccc(-c2cc(C[C@@H]3CC[C@H](O)[C@@H](CNC4CCC4)O3)no2)c1 | 4%[44.1 µM] |

Going on with the list:
| Compound | Pf Dd2 inh |
| --- | --- |
| O=C(CSc1nc2c([nH]c3ccccc32)c(=O)n1-c1cccc(Cl)c1)N1CCOCC1 | -22% |
| CC(C)CC(=O)N1CCCN(S(C)(=O)=O)c2ccccc21 | -1% |
| CCc1ccc(N2C(=O)CSC23C(=O)N(Cc2ccc(C)cc2)c2ccccc23)cc1 (stereo unspecified) | -21% |
| COc1cccc(CNC(=O)C2CCCN(S(=O)(=O)c3ccc4c(ccn4C)c3)C2)c1OC (stereo unspecified) | -21% |
| CCS(=O)(=O)N1CCOC[C@H](Oc2ccc(C(F)(F)F)cn2)C1 | ? |
| COC(=O)c1cc2oc(C)cc2n1Cc1c(C)cc(C)cc1C | 66%[activator] |
| COc1ccc(C(C)NC(=O)CN2C(=O)NC3(CCS(=O)(=O)CC3)C2=O)cc1 (stereo unspecified) | -15% |
| COc1ccc(CN2CCc3n[nH]c(=O)n3CC2)c(Cl)c1OC | 21% |
| COCCn1nc2n(c1=O)CCN(S(=O)(=O)c1ccc3c(c1)CCC3)CC2 | 4% |
| Cc1ccc(C(=O)N2CCCC(n3cc(-c4nc(-c5ccccc5)no4)nn3)C2)cc1 (stereo unspecified) | ? |
| Cc1ccc(C2Cn3nnc(-c4noc(C5CCCCC5)n4)c3CO2)cc1 (stereo unspecified) | -20% |
| CCc1cc2c(cc3c(=O)n(CC(=O)NCc4cccc(Cl)c4)nc(CC)n32)s1 | -2% |
| CCn1cc(S(=O)(=O)N2CCC(c3ncc(C)n3Cc3ccccc3)C2)cn1 (stereo unspecified) | ? |
| COC(=O)C1=C(c2ccccc2)c2ccccc2S(=O)(=O)N1CC(=O)Nc1cc(C)ccc1C | 40%[activator] |
| N#Cc1ccc(CSc2nc3c(c(=O)[nH]2)CCCC3)cc1 | 1% |
| CC[C@H]1CN(S(=O)(=O)c2ccccc2)CC[C@H]1CC(=O)NC1CCCC1 | i |
| COc1cccc(S(=O)(=O)N2CCC(n3c(C)cnc3C3CC3)CC2)c1 | ? |
| CCOC(=O)C1(Cc2ccccc2F)CCCN(C(=O)CN2CCOC2=O)C1 (stereo unspecified) | ? |
| CC1CCN(S(=O)(=O)c2cc(C(=O)NCc3ccc(F)cc3)n(C)c2)CC1 | -18% |
| COc1ccc(C(C(=O)NCc2ccccc2)N(C(=O)Cn2nnc3ccccc32)c2cccc(OC)c2)cc1 (stereo unspecified) | -14% |
| F[C@@H]1CN(Cc2ccc(C(F)(F)F)cc2)C[C@@H]1OCc1nc2ncccc2[nH]1 | i |
| Cc1ccc(Nc2ncc(C(=O)N3CCN(c4ccc(F)cc4)CC3)c3ccccc23)cc1Cl | ? |
| COCCN1C(=O)CC[C@]2(C(=O)NC3CCCCC3)CCCC[C@@H]12 | -4% |
| COc1nc2nc(CCc3ccccc3)n(C)c2cc1-c1cccc(NC(C)=O)c1 | ? |
| COc1ccc(OC)c(CCNC(=O)CCn2c(=O)c3cccn3c3ccc(F)cc32)c1 | -28% |
| CC(C)CN1C(=O)COC[C@@H]1[C@H](O)c1ccc(NC(=O)c2cnccn2)cc1 | i |
| COc1ccc(NC(=O)c2cc3cc(C)ccc3[nH]2)cc1 | -23% |
| O=C(C1C2C(=O)N(CCOc3ccccc3)C[C@@]23C=C[C@@H]1O3)N1CCSCC1 (stereo partly specified) | -6% |

Shown as labelled records: entries from further up
COc1ccc(NC(=O)c2cc3cc(C)ccc3[nH]2)cc1
  Pf Dd2 inh = -23%
CC(C)CN1C(=O)COC[C@@H]1[C@H](O)c1ccc(NC(=O)c2cnccn2)cc1
  Pf Dd2 inh = i
O=C(C1C2C(=O)N(CCOc3ccccc3)C[C@@]23C=C[C@@H]1O3)N1CCSCC1 (stereo partly specified)
  Pf Dd2 inh = -6%

Some of the compounds tested (hit frequency here may not be typical).
